# D2 antagonist: D2 dopamine receptor (human) antagonism; P14416; HEK293 TREx D2 cells, calcium flux, dopamine EC80; inhibition, % at 10 µM; 2% of 340,000 active; AID 485344; in the data active means inhibition above about 30%; further: 0% is about no effect
# Target sequence (P14416 whole entry, looked up): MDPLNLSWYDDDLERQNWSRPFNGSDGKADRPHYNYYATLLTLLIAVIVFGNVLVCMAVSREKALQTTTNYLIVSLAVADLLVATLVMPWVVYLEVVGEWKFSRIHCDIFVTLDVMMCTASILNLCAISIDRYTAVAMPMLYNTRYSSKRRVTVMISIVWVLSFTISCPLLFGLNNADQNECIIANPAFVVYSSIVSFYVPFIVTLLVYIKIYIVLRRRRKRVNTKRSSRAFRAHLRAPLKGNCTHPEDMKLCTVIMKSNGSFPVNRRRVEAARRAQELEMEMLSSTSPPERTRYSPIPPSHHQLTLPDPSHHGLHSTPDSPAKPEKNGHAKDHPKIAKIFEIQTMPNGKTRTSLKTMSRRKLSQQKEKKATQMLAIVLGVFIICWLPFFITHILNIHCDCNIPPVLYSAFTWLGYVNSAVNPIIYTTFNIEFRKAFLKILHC
#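 Tetracycline-induced HEK293 T-REx cells expressing D2 force-coupled to calcium signalling were dye-loaded, exposed to compound for 180 s, then challenged with an EC80 of dopamine; calcium flux was followed kinetically for a further 180 s.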
# RXFP1 ag: agonists of human relaxin receptor RXFP1. Q9HBX9. HEK293T-RXFP1 cAMP TR-FRET, 30 min; response scale: percent of porcine relaxin response, buffer zero. Potency, µM (series often up to 57.5 µM), without a hit: at the highest dose activation, hits mostly activators. 0.3% of 370,000 active. AID 2676; active means well fitted activation curve with a large enough effect; inconclusive means small, poorly fitted or top-dose-only effect; further: potency means the concentration at half of the fitted maximal effect; on the % scale 0 is the no-effect control and ±100 the full control effect; nearly all actives have a fitted effect of over 60% in size; many of its hits are not listed in these tables
#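 Agonist response is measured as cAMP accumulation in an RXFP1-transfected HEK293T line under PDE4 inhibition. Values are scaled between buffer-only and 29 nM porcine relaxin, and EC50s come from standard Hill equation fits.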
# D1 antag: human D1 dopamine receptor antagonism | 3.2% of 360,000 active | activity change, negative = inhibition, % at 10 µM | AID 504652 | HEK293 TREx D1 cells, calcium flux, dopamine EC80; stronger effect = lower value | P21728; in the data active means activity change below about -30%; further: on the % scale 0 is the no-effect control and ±100 the full control effect
# Target sequence (P21728 whole entry, looked up): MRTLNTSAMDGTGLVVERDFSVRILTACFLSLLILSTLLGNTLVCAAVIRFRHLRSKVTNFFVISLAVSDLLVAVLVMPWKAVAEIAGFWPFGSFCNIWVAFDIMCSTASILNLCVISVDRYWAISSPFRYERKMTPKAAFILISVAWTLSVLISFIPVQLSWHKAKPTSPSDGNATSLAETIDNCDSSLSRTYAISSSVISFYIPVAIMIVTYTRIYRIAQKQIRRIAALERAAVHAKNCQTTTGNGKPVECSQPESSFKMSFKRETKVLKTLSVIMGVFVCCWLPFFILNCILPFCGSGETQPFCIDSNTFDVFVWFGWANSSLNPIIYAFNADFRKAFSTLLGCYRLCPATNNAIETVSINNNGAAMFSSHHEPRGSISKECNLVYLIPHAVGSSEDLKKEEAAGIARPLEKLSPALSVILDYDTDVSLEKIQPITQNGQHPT
#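 Antagonism measured as reduced calcium response to an EC80 dopamine addition following 180 s compound pre-read; cells were inducible HEK293 Trex D1 plated overnight at 30 C, read kinetically at 1 cycle/sec.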
# D2 agonist: agonists of human D2 dopamine receptor | 0.53% of 340,000 active | HEK293 T-REx D2 cells, calcium flux agonist mode | activation, % at 2 µM | AID 485358;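 active means activation over 3 SD above normal in the single-dose calcium agonist read, cut at about 30% in these data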; further: 0% is about no effect
#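 Tetracycline-induced HEK293 Trex cells with D2 receptor force-coupled to calcium signaling, plated overnight at 30 C and loaded with no-wash calcium dye. Calcium flux read kinetically for 180 s after compound addition; responses flag agonists.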
# D1 ag: human D1 receptor agonism; P21728; HEK293 T-REx D1 cells, calcium flux, agonist mode; activation, % at 2 µM; 1% of 360,000 active; AID 504660; in the data active means activation above about 30%; further: 0% is about no effect
#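 Agonism was scored from calcium flux recorded over 180 s (1 read/s) after pintool compound addition, following a 10-cycle baseline. Cells were inducible force-coupled HEK293 TREx D1, plated overnight at 30 C and loaded with no-wash calcium dye.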
# D1 PAM: potentiators of human D1 dopamine receptor; P21728; potentiation, % at 10 µM; HEK293 TREx D1 cells, calcium flux, dopamine EC20 potentiation; 0.036% of 360,000 active; AID 504651; in the data active means potentiation above about 30%; further: 0% is about no effect
# D2 PAM: positively modulates the human D2 dopamine receptor allosterically. HEK293 T-REx D2, calcium flux, EC20 dopamine potentiation. potentiation, % at 10 µM. 0.34% of 340,000 active. AID 485347;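 active means potentiation over 3 SD above the plate norm, cut at about 30% in these data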; further: 0% is about no effect
#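 Potentiation of an EC20 dopamine calcium response measured kinetically over 180 s, after a preceding 180 s compound-only read flagging agonists. Cells: inducible Hek293 Trex D2 line, 4000/well, cultured overnight at 30 C before dye loading.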
# RXFP1 antagonist: RXFP1 (human) relaxin receptor antagonism | HEK293-RXFP1, relaxin-stimulated cAMP HTRF, 30 min; stronger effect = lower value | AID 1259400 | activity change, negative = inhibition, % at 57.5 µM | 0.59% of 350,000 active | Q9HBX9;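 active means activity change of -60% or lower, but not beyond a set lower limit; inconclusive means change between -60% and -40%, or beyond the set limit; inactive means change above -40%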; further: on the % scale 0 is the no-effect control and ±100 the full control effect
# TRHR PAM: allosterically enhances the human TRH receptor. 0.66% of 360,000 active. enhancement, % at 2 µM. TRHR cells, fluo-8 calcium fluorescence, EC20 TRH enhancement. P34981; in the data active means enhancement above about 30%; further: 0% is about no effect
#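 TRHR-expressing cells loaded with fluo-8 calcium dye were read kinetically (ex 480/em 530) during compound addition, then stimulated with an EC20 of TRH (10 nM final). Enhancement of the Gq-mediated intracellular calcium response was scored.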
# Numbers without * were called inactive; ? = inconclusive; . = no result given.
SMILES,D2 antagonist,RXFP1 ag,D1 antag,D2 agonist,D1 ag,D1 PAM,D2 PAM,RXFP1 antagonist,TRHR PAM
COc1ccccc1NC(=O)C1=C(C)NC(=O)NC1c1ccco1 (stereo not drawn),-2,4.7%,-6,0.9,1,-1,-10,1,0
Fc1ccc(-c2noc3ncnc(NC4CCCCC4)c23)cc1,.,-2.7%,-4,-1.9,-1,8,4,.,-10
O=C(Nc1nncs1)c1cccc(S(=O)(=O)N2CCCCC2)c1,-10,-1.0%,5,-0.1,0,-4,9,4,9
Cc1ccc(S(=O)(=O)CCC(=O)OCc2cc(C)ccc2C)cc1,-10,0.7%,3,-2.1,7,5,-4,1,2
CC(C)Oc1cccc(C(=O)NC(=S)N2CCN(c3ccc(C(F)(F)F)cc3[N+](=O)[O-])CC2)c1,-1,0.9%,4,-0.3,3,4,-2,-6,-3
O=C(Nc1ccc(S(=O)(=O)N2CCCC2)cc1)c1ccc(CN2CCc3ccccc3C2)cc1,64*,0.0%,-7,2.7,19,-20,-16,-5,-5
CCCC(=O)NC(Nc1cc(C(F)(F)F)ccc1Cl)C(Cl)(Cl)Cl (stereo not drawn),.,-1.1%,13,.,12,-12,.,-30,1
Cc1ccc(NS(=O)(=O)c2ccccc2)c(C)c1,.,.,-6,.,2,4,.,.,3
Cc1cc(/C=N/n2cnnc2)c(C)n1-c1cccc(C(=O)O)c1,16,0.6%,6,-0.2,1,-2,9,-22,8
CCn1cc(C(=O)NC2CCCCC2)c(=O)c2ccc(C)nc21,6,2.1%,-16,-1.1,2,-6,13,-14,1
CN(C)CCNC(=O)CN1C(=O)COc2ccc(S(=O)(=O)N3CCCC3)cc21,.,0.0%,-6,0.6,1,1,4,.,-4
CCCCCCN(C(=O)CCCCCN1C(=O)NC(c2ccc(-c3ccccc3)cc2)C(C(=O)OCc2ccccc2)=C1C)C(C(=O)NCCCC)c1ccc(-c2ccccc2)cc1 (stereo not drawn),4,0.0%,-13,-0.6,7,5,-6,.,7
C=CCOC(=O)C1=C[C@H](C2CC2)[C@@H](CCCO)[C@H](OCC)O1,0,-0.5%,6,-0.2,5,7,5,.,3
CCc1ccccc1NC(=O)CN(C)C(=O)c1cc(C2CC2)nn1-c1ccccc1,2,-0.1%,2,0.8,3,1,9,-2,-3
COc1ccccc1NC(=O)NC1(C)CCS(=O)(=O)C1 (stereo not drawn),-1,-0.5%,1,0.6,3,-6,-12,-2,0
CC(=O)c1c(C)[nH]c(C(=O)Nc2ccc(Cl)cc2F)c1C,-9,?,-4,-1.4,8,-16,-8,9,1
Cc1nc2cc(NC(=O)NCCCO)ccc2o1,-7,0.6%,-10,0.3,2,-6,-16,-22,-5
CCC(C)Sc1cc(C)c(C#N)c2nc3ccccc3n12 (stereo not drawn),-13,0.5%,8,1.4,5,2,4,-11,-5
O=C(c1cccc(S(=O)(=O)N2CCN(c3ccc(F)cc3)CC2)c1)N1CCCCCCC1,19,0.8%,-2,-0.5,9,-2,-7,5,-4
Oc1ccccc1C1=Nc2ncnn2C(c2ccccc2)C1 (stereo not drawn),-8,0.4%,2,0.7,1,-8,-9,3,2
O=C(NCCCCc1ccccc1)c1cccc([N+](=O)[O-])c1,-28,-1.4%,-27,0.0,1,-2,-6,7,-5
CC(C)OCCCNC(=O)CCSc1ccc(Cl)cc1,7,-4.0%,-6,0.1,0,-7,4,-5,3
S=c1[nH]nc(-c2ccco2)n1/N=C/c1ccc(Cl)cc1,-8,-0.2%,5,-0.4,2,-2,0,5,-2
CC1=C([N+](=O)[O-])C(c2ccc(O)c(O)c2)NC(=O)N1 (stereo not drawn),-6,4.2%,2,-2.4,3,-1,-12,0,3
CCC(CC)C(=O)Nc1nnc2n1CCS2,.,-1.0%,-26,-0.7,0,-4,-6,.,-3
O=S(=O)(c1ccc(Br)cc1Cl)N1CCN(CCO)CC1,0,1.7%,-6,1.9,3,-6,4,1,-2
CN(C(=O)CSc1nnc(-c2ccc(F)cc2)c2ccccc12)C1CCS(=O)(=O)C1 (stereo not drawn),4,9.7%,6,1.4,3,-6,-3,10,0
O=C(N/N=C/c1c[nH]c2ccccc12)c1ccn(Cc2ccc(Cl)cc2Cl)n1,2,-0.2%,12,0.2,3,1,-1,-10,-1
COc1ccc(C2C(C#N)=C(/N=C/N3CCOCC3)OC3=C2C(=O)CC(C)(C)C3)cc1OC (stereo not drawn),-1,-0.5%,5,0.6,0,-9,-7,3,-6
N#Cc1ccccc1NC(=O)COC(=O)/C=C/c1cn(-c2ccccc2)nc1-c1ccc(Cl)cc1,-14,-0.1%,-18,0.0,1,0,6,-14,5

# Part of the list above, showing only D1 ag, RXFP1 ag and TRHR PAM:
mol | D1 ag | RXFP1 ag | TRHR PAM
Cc1nc2cc(NC(=O)NCCCO)ccc2o1 | 2 | 0.6% | -5
CCC(C)Sc1cc(C)c(C#N)c2nc3ccccc3n12 (stereo not drawn) | 5 | 0.5% | -5
O=C(c1cccc(S(=O)(=O)N2CCN(c3ccc(F)cc3)CC2)c1)N1CCCCCCC1 | 9 | 0.8% | -4
Oc1ccccc1C1=Nc2ncnn2C(c2ccccc2)C1 (stereo not drawn) | 1 | 0.4% | 2
O=C(NCCCCc1ccccc1)c1cccc([N+](=O)[O-])c1 | 1 | -1.4% | -5
CC(C)OCCCNC(=O)CCSc1ccc(Cl)cc1 | 0 | -4.0% | 3
S=c1[nH]nc(-c2ccco2)n1/N=C/c1ccc(Cl)cc1 | 2 | -0.2% | -2

# More records follow.
SMILES,D2 antagonist,RXFP1 ag,D1 antag,D2 agonist,D1 ag,D1 PAM,D2 PAM,RXFP1 antagonist,TRHR PAM
O=C1CS(=O)(=O)C2(C(=O)N(Cc3ccccc3)c3ccccc32)N1c1ccccc1 (stereo not drawn),.,0.5%,-3,0.0,9,-2,7,.,-12
CC(C)NS(=O)(=O)c1ccc(OCC(=O)N2CCCC2)cc1,.,1.1%,28,.,-2,4,-8,10,-1
COc1ccc(Cl)cc1NC(=O)CN(C)C(=O)Cc1ccc(-c2ccccc2)cc1,13,1.3%,7,0.7,3,.,10,0,5
COc1ccc(N2CC(NC(=O)/C=C\c3ccccc3)CC2=O)cc1 (stereo not drawn),.,-0.4%,.,-0.1,10,-2,-3,-18,-8
Cc1cc(C)cc(NS(=O)(=O)c2ccc(-c3cnc(C4CC4)o3)cc2)c1,2,0.1%,5,0.3,4,3,-19,4,-1
CC1CCN(C(=O)Cn2nnc(-c3ccc(C(C)C)cc3)n2)CC1,12,1.6%,1,0.4,12,-3,10,-3,-1
COc1ccc(NC(=O)c2ccccc2OCc2c(C)noc2C)cc1OC,8,1.1%,-3,-0.4,2,-8,0,-8,2
CCOC(=O)N1CCN(S(=O)(=O)c2ccc(C(=O)NNc3nc4c(C)cccc4s3)cc2)CC1,14,-1.3%,18,1.1,-3,0,4,9,-3
COc1ccc(Cl)cc1NC(=O)C/C(C)=N/NC(=O)c1ccccc1[N+](=O)[O-],8,2.2%,1,0.2,1,1,14,6,-9
CCOC(=O)Cn1c(=O)cnc2ccccc21,0,-0.1%,-12,0.1,3,1,-13,-4,7
CCOC(=O)N1CCN(CC(=O)N2c3ccccc3CC2C)CC1 (stereo not drawn),12,0.8%,-9,-0.4,3,-9,-8,12,-7
c1ccc(Cn2nnnc2CN2CCN(Cc3ccc4c(c3)OCO4)CC2)cc1,4,1.0%,-1,1.0,1,2,-1,-7,0
C/C(O)=C(/N=O)C(=O)Nc1ccccc1,13,0.7%,-5,-1.7,0,-6,6,-10,-4
C/C(=N\NC(=S)Nc1ccccc1C)c1cc2ccccc2o1,-8,-1.1%,4,-0.3,0,-7,-3,-15,-9
CN(C)CCCN(C(=O)COc1ccccc1)c1nc2cc3c(cc2s1)OCCO3,3,3.1%,-22,1.1,13,-3,-12,-4,5
O=C(Nc1nc2ccccc2[nH]1)c1cccc([N+](=O)[O-])c1,-21,4.3%,.,4.2,-2,-6,11,9,-1
Cc1ccc(C(CNC(=O)c2ccco2)N2CCN(C)CC2)cc1 (stereo not drawn),.,-1.1%,-12,.,0,-19,.,-1,6
Cc1c(CN2CCC(CO)(CC3CCCCO3)CC2)cnn1C (stereo not drawn),17,-2.8%,-8,0.2,3,4,-11,4,2
CCOc1ccc(OCCC(=O)N(CC)CC(=O)NCc2cccs2)cc1,5,1.0%,0,-0.1,2,5,1,-2,6
COc1ccc(CCNC2CCc3ccccc3C2)cc1 (stereo not drawn),81*,2.5%,-19,-0.6,5,5,-12,4,-2
Cc1c(C(=O)NC2CC2)oc2ccc(S(=O)(=O)N3CCCCCC3)cc12,.,0.5%,-15,.,1,-10,.,-10,-3
Cc1cccc(C(=O)N2c3ncnn3C3(CCCCC3)[C@@H]3CCCC[C@@H]32)c1,.,0.1%,-9,1.2,3,-1,21,-17,6
O=[n+]1cc(-c2ccccc2)n([O-])c2c1CCC2,19,0.5%,12,1.3,2,-2,-5,11,3
CC(C)CNC(=S)NC1CC2CCCC(C1)N2Cc1ccco1 (stereo not drawn),23,1.5%,19,0.2,0,-10,-19,18,-2
CN1CCSc2ccc(C(=O)NCc3cccc(F)c3)cc21,20,18%,11,0.2,1,-4,-19,-19,0
CCN(CC(=O)Nc1ccc(Br)cc1)CC(=O)Nc1cc(C)on1,-9,0.0%,1,0.1,-1,-7,7,-10,9
O=C(c1ccccc1F)N1CCN(C(=O)C2CC2)CC1,0,0.0%,-5,-0.4,4,-2,-2,0,-11
O=C(Nc1cc(F)ccc1F)N1CCN(c2ccnc3cc(Cl)ccc23)CC1,9,6.6%,-19,0.4,11,-13,0,.,6
O=C(Cn1nnc(-c2ccccc2-n2cnnn2)n1)c1ccccc1,17,-0.1%,-10,1.9,3,0,.,-7,-5
Cn1cccc1C(C(=O)NC1CCCCC1)N(C(=O)Cc1cccs1)c1ccc2c(c1)OCO2 (stereo not drawn),5,-0.8%,33,0.4,0,-1,3,-10,14

# Some of these compounds in order of the D1 PAM value, low to high.
structure	D1 PAM
Cc1ccc(C(CNC(=O)c2ccco2)N2CCN(C)CC2)cc1 (stereo not drawn)	-19
CC(C)CNC(=S)NC1CC2CCCC(C1)N2Cc1ccco1 (stereo not drawn)	-10
O=C(Cn1nnc(-c2ccccc2-n2cnnn2)n1)c1ccccc1	0

# The list continues.
SMILES,D2 antagonist,RXFP1 ag,D1 antag,D2 agonist,D1 ag,D1 PAM,D2 PAM,RXFP1 antagonist,TRHR PAM
CN(c1ccccc1)S(=O)(=O)c1ccc(NC(=O)c2cc(=O)c3ccccc3o2)cc1,.,0.8%,-2,0.9,3,-2,.,-11,24
CN(C)c1ccc(/C=N/Nc2cc(N3CCOCC3)nc(N3CCOCC3)n2)cc1,-2,0.2%,9,-0.5,2,-8,6,-10,-2
CC(=O)Nc1ccc(C(=O)NNC(=O)c2ccc(Cl)cc2Cl)cc1,9,2.4%,0,0.8,-2,-4,12,3,-4
Nc1ccc(C(=O)OCc2nc3c(ccc4ccccc43)[nH]2)cc1,9,0.4%,14,-0.2,-1,-2,2,14,-8

# This is a subset; rates above refer to the full screens.
